Compound activity as filed in PubChem.
POLK inh = blocks human DNA polymerase kappa activity. AID 588579. Potency, µM (doses to about 107 µM), for the others: at the top dose activity, negative = inhibition, actives largely listed as inhibitors. Q9UBT6. purified Pol kappa, fluorescent DNA synthesis assay, 10 min. hit rate 0.53% among 400,000; note: % is set by controls: 0 for no effect and ±100 for the full control effect
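Enzyme at 10 nM met test compounds for 15 min at room temperature. Substrate addition (50 nM final) began the reaction, which was monitored by fluorescence at 0 and 10 min.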
BAZ2B inh = inhibitors of human BAZ2B bromodomain. Q9UIF8. AlphaScreen BAZ2B-H3K14Ac peptide displacement. Potency, µM (doses to about 114 µM), without a hit: at the highest dose activity change, negative = inhibition, hits mostly inhibitors. hit rate 4.4% among 360,000. AID 504333; note: % is set by controls: 0 for no effect and ±100 for the full control effect; nearly all actives have a fitted effect of over 60% in size
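AlphaScreen luminescence quantifies BAZ2B engagement of H3K14Ac peptide; the protein and biotinylated peptide are both at 50 nM final, buffer PBS pH 7.4 with 0.01% Tween-20, all steps at room temperature.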
POLH inh = DNA polymerase eta (human) inhibition. recombinant Pol eta, fluorescent DNA replication assay. Potency, µM (series often up to 114 µM), for inactives: at the highest dose activity change, negative = inhibition, usual class: inhibitors. hit rate 1.2% among 390,000; note: % is set by controls: 0 for no effect and ±100 for the full control effect
Target sequence (Q9Y253 whole entry, looked up): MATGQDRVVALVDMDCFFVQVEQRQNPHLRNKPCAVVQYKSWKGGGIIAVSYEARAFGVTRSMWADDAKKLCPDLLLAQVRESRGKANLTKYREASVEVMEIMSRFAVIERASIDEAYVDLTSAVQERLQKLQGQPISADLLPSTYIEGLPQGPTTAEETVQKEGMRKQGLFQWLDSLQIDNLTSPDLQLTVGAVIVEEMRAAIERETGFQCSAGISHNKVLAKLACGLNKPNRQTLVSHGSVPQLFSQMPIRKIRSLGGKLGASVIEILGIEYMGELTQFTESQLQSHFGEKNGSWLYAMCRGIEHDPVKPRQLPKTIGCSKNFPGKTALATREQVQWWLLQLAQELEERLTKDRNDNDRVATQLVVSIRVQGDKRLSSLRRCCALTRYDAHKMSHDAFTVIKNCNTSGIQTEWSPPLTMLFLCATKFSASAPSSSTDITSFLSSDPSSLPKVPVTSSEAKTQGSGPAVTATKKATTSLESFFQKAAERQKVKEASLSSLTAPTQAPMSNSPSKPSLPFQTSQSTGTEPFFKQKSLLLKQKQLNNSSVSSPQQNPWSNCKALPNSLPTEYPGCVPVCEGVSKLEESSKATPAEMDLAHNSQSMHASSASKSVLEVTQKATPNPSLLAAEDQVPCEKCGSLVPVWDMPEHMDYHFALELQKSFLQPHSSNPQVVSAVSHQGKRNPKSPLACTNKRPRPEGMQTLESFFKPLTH
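Pol eta at 10 nM preincubated with compounds 15 min at room temperature; reaction started with fluorescent substrate (50 nM final) and read kinetically at 0 and 10 min.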
Apoferritin bind = binds horse apoferritin like a general anesthetic | P02791 | apoferritin/1-aminoanthracene competitive binding, fluorescence | Potency, µM (highest dose often 77.5 µM), inactives show at the top dose activity change, negative = displacement, most hits filed as inhibitors | hit rate 0.074% among 350,000 | AID 485281; note: % is set by controls: 0 for no effect and ±100 for the full control effect; nearly all actives have a fitted effect of over 20% in size
Target sequence (P02791 2-175 limits assumed): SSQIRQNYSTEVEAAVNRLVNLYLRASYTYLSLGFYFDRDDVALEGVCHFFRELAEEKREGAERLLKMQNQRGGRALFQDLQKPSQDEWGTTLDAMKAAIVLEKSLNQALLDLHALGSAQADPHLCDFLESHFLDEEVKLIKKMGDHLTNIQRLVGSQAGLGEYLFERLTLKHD
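Horse-spleen apoferritin (10 uM) in 50% saturated 1-aminoanthracene in PBS was incubated 10 min at room temperature with compound. Fluorescence (ex 380, em 535 nm) was normalized to free and bound 1-AMA, with concentration-response fitted by a four-parameter Hill equation.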
APE1 inh = blocks human APE1 abasic DNA cleavage | hit rate 0.35% among 350,000 | recombinant APE1, TAMRA/BHQ-2 abasic DNA cleavage fluorescence | P27695 | Potency, µM (top dose mostly 65.8 µM), without a hit: at the highest dose activity change, negative = inhibition, usual class: inhibitors;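 note: plate controls were vehicle for no effect and reference inhibitor for full effect; nearly all actives have a fitted effect of over 55% in size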
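Enzyme (0.75 nM final) and test compound are incubated 15 min at room temperature before adding 50 nM quenched THF abasic-site duplex. Cleavage dequenches TAMRA, followed at 525/598 nm over three reads one minute apart.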
G9a inh = G9a (human) methyltransferase inhibition. Potency, µM (top dose mostly 102 µM), for the others: at the top dose activity, negative = inhibition, actives largely listed as inhibitors. G9a H3K9 monomethylation, AlphaScreen, 2 h. hit rate 8.8% among 350,000. Q96KQ7; note: % is set by controls: 0 for no effect and ±100 for the full control effect; nearly all actives have a fitted effect of over 75% in size
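Enzyme 20 nM + cpd, 15 min RT; add b-H3K9 pep 500 nM / SAM 20 uM; 2 h RT; anti-H3K9me1 Ab 0.5 ug/mL + SA donor / anti-rabbit acceptor beads 20 ug/mL each, 10 min; AlphaScreen read.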
Pol iota inh = inhibitors of human DNA polymerase iota | Q9UNA4 | Pol iota fluorescent replication assay, 10 min | Potency, µM (highest dose often 115 µM), without a hit: top-dose activity, negative = inhibition, most hits filed as inhibitors | hit rate 1% among 390,000
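Fluorescent replication assay read twice, at 0 min and 10 min after adding 50 nM (final) substrate. Enzyme (10 nM) and compounds were first incubated 15 min at room temperature; enzyme-free buffer wells were negative controls.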
BLM helicase inh = Bloom syndrome helicase (human) inhibition | P54132 | recombinant BLM DNA unwinding, fluorescence dequenching | Potency, µM (titrated, usually from 56.1 µM), inactives show top-dose activity change, negative = inhibition, usual class: inhibitors | hit rate 0.2% among 350,000 | AID 2528;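 note: plate controls were vehicle for no effect and no enzyme for full effect; nearly all actives have a fitted effect of over 35% in size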
POLB inh = inhibitors of human DNA polymerase beta | P06746 | Pol beta primer extension/strand displacement, fluorescence kinetic | Potency, µM (titrated, usually from 114 µM), for the others: at the highest dose activity change, negative = inhibition, usual class: inhibitors | hit rate 1.3% among 340,000; note: % is set by controls: 0 for no effect and ±100 for the full control effect
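Kinetic readout of DNA synthesis with strand displacement by Pol beta. Compound and 10 nM enzyme sit 15 min at room temperature; 50 nM substrate starts the reaction, read immediately and at 10 min.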
* marks the source's active call; other numbers are inactive results; ? = inconclusive; · = not tested or not shown; & = joins results of further samples; [ ] = dose if it differs, or a comment. Calls come from the whole dose curve; as a rule, active = well fitted curve in the direction sought with a large enough effect; inconclusive = small, poorly fitted or top-dose-only effect, or another doubt; inactive = no such curve, though single readings can be large; an effect the other way counts as inactive or inconclusive. Potency is the fitted concentration of half-maximal effect. The list is partial; the hit share may differ from the screen's.

SMILES	POLK inh	BAZ2B inh	POLH inh	Apoferritin bind	APE1 inh	G9a inh	Pol iota inh	BLM helicase inh	POLB inh
COC(=O)C1=C(c2cccc(C#N)c2)C[C@@H]2CC[C@H]1N2C(=O)NCCOc1ccc(OC)cc1	2.7%	-25.0%	-21.4%	·	11.3%	9.6%[2.33 µM]	43.4%[activator]	·	·
CCN1CCN(S(=O)(=O)c2ccc(Cl)nc2)CC1	-10.1%	-28.7%[57.1 µM]	-11.2%	-7.7%	-2.3%	62.4%[activator][59 µM]	-2.9%	1.9%	4.8%
O=C1CC(N2CC=C(c3ccccc3)CC2)C(=O)N1c1ccc(F)cc1 (configuration not stated)	-6.1%	-24.9%	-12.7%	-13.9%	-6.2%	10µM*	?	-7.4%	6.2%
Cc1nc(-c2nc(-c3c(C(=O)NNC(=O)c4ccc(Cl)cc4)noc3C)cs2)cs1	-7.2%	?	-17.7%	1.4%	5.0%	·	172.7%[activator]	-4.0%	9.8%
COc1ccccc1C1SCC(=O)Nc2c1c(C)nn2-c1cccc(C)c1 (configuration not stated)	-12.2%	18.2%	·	-5.7%	·	8.9%[59 µM]	-7.3%	-3.5%	-8.9%
CC(=O)N1CC(=O)Nc2ccc(Cl)cc2C1c1ccccc1 (configuration not stated)	2.7%	-10.8%	13.2%	-13.2%	-15.6%	-21.6%	15.4%	-4.2%	19.5%
CC(C)(C)c1ccc(O)c(N=Cc2c(O)ccc3ccccc23)c1	1.2%	39.8µM*	-21.1%	?	35.3%	8.91µM*	?	-11.3%	?
CNC(C)C1CC[C@H](N)[C@@H](OC2C(N)C[C@H](N)[C@@H](OC3OC[C@](C)(O)C(NC)[C@H]3O)C2O)O1 (some centres not stated)	-6.5%[60.1 µM]	·	·	-0.5%	-4.0%	-10.6%[2.33 µM]	·	-9.9%	·
C[C@@]12CCC(=O)C=C1C=C[C@H]1[C@H]3CC[C@](O)(CCC(=O)O)[C@]3(C)CC[C@@H]12	1.9%[19.4 µM]	·	·	2.0%[29.3 µM]	·	8.5%[21.5 µM]	·	-3.9%[21.4 µM]	·
CCN(CC)C(=S)NCCc1ccccc1	-1.7%	-5.1%	-4.6%	-13.8%	9.7%	-3.8%[12.7 µM]	-28.6%	-2.0%	9.1%
CC1CCC(C)(NS(=O)(=O)OCC(Cl)(Cl)Cl)CC1 (configuration not stated)	-6.7%	17.6%	-28.3%	?	-8.1%	·	29.0%	-10.2%	11.2%
CC(C)c1ccc2oc(-c3ccc(NC(=O)c4cc5ccccc5o4)cc3)nc2c1	1.2%	5.9%	-10.1%	-2.3%	·	3.6%[59 µM]	32.4%[activator]	-3.0%	-8.7%
COc1ccc(OC)c([C@@H](O)[C@H](C)NC(C)(C)C)c1	4.9%	3.4%	-5.7%	4.5%	13.2%	-24.8%[59 µM]	-1.2%	-1.2%	5.7%
O=c1[nH]c(=O)n(Cc2ccccc2Cl)c(O)c1C=Nc1ccc(F)cc1	-11.7%	·	-2.9%	-2.7%	-4.3%	-47.3%	-13.2%	1.3%	35.2%
BrCC1C[n+]2c(SCc3ccccc3)nc3sc4c(c3c2O1)CCCC4 (configuration not stated)	-14.9%	?	-8.5%	-7.4%	-9.4%	?	-16.3%[58.9 µM]	-5.6%	1.1%
COc1ccc(/C=C/c2nc3ccccc3c(=O)n2-c2ccc(C)cc2)cc1O	-16.1%[60.1 µM]	-12.9%	-8.0%	-9.5%	·	6.4%[59 µM]	?	-6.8%	29.6%
Cc1cc(N2CCN(C)CC2)nc2ccccc12	7.4%	0.2%	-11.3%	-8.6%	-6.4%	4.9%	16.1%	6.1%	1.3%
C[C@@H]1O[C@@H](O[C@H]2C[C@@H](O)[C@]3(CO)[C@H]4[C@H](O)C[C@]5(C)[C@@H](C6=CC(=O)OC6)CC[C@]5(O)[C@@H]4CC[C@]3(O)C2)[C@H](O)[C@H](O)[C@H]1O	3.5%[60.1 µM]	-4.7%&-0.1%	-17.1%	5.7%	-15.1%&0.4%&8.0%	?	14.9%	-7.6%	-0.9%
COC(=O)C(C)Oc1cc(C)cc2oc(=O)c3c(c12)CCCC3 (configuration not stated)	-3.3%	2.2%	-5.3%	?	2.3%	20.6%[59 µM]	-2.2%	-1.6%	23.7%
O=P(NS(=O)(=O)c1ccc(Br)cc1)(Oc1ccccc1)Oc1ccccc1	-3.8%	?	1.3%	-14.7%	9.5%	-12.2%[12.7 µM]	-0.6%	0.1%	-4.4%

A draw from above in order of SMILES length, rising:
SMILES	POLK inh	BAZ2B inh	POLH inh	Apoferritin bind	APE1 inh	G9a inh	Pol iota inh	BLM helicase inh	POLB inh
CC1CCC(C)(NS(=O)(=O)OCC(Cl)(Cl)Cl)CC1 (configuration not stated)	-6.7%	17.6%	-28.3%	?	-8.1%	·	29.0%	-10.2%	11.2%
COc1ccccc1C1SCC(=O)Nc2c1c(C)nn2-c1cccc(C)c1 (configuration not stated)	-12.2%	18.2%	·	-5.7%	·	8.9%[59 µM]	-7.3%	-3.5%	-8.9%
CNC(C)C1CC[C@H](N)[C@@H](OC2C(N)C[C@H](N)[C@@H](OC3OC[C@](C)(O)C(NC)[C@H]3O)C2O)O1 (some centres not stated)	-6.5%[60.1 µM]	·	·	-0.5%	-4.0%	-10.6%[2.33 µM]	·	-9.9%	·

The results go on.
SMILES	POLK inh	BAZ2B inh	POLH inh	Apoferritin bind	APE1 inh	G9a inh	Pol iota inh	BLM helicase inh	POLB inh
O=P(Nc1cccc(F)c1)(Oc1ccccc1F)Oc1ccccc1F	-15.5%	3.6%	15.7%	-11.2%	-6.0%	-2.7%	-26.2%	-12.3%	-4.2%
CCOC(=O)c1cc(C)sc1/N=C/C1C(=O)NC(=S)NC1=O	-25.7%	-33.4%	11.9%	-3.6%	5.1%	39.8µM*	?	-6.2%	-18.0%
Cc1nn2c(=O)cc(COC(=O)c3ccccc3NC(=O)c3cccs3)nc2s1	-3.0%[60.1 µM]	-2.0%	89.1µM*	4.4%	·	-0.4%[12.7 µM]	3.9%	0.3%	20.7%
CCOC(=O)C(NC(=O)C(Cc1ccc(N(CCCl)CCCl)cc1)NC(C)=O)C(C)C (configuration not stated)	-15.6%	-35.7%	1.0%	-7.1%	-5.2%	?	58.8%[activator]	-2.7%	-4.1%
COc1ccc(CN2C(=O)NC(=O)/C(=C\c3cc(OC)c(OC)c(OC)c3)C2=O)cc1	-1.8%	?	-9.7%	?	7.1%	?	?	-4.3%	-11.8%
CCN1C[C@]2(COC(=O)c3ccccc3N3C(=O)CC(C)C3=O)CC[C@H](OC)[C@@]34C5C[C@@H]6[C@@H](OC)C[C@@](O)(C5[C@H]6OC)[C@](O)([C@@H](OC)C23)[C@@H]14 (some centres not stated)	4.4%[19.4 µM]	·	·	1.3%	-0.8%	28.2%[59 µM]	·	·	·
CCCCCCOc1ccc(C(=O)n2cnc(N)n2)cc1	-7.1%	8.9%	-9.3%	?	4.6%	?	-7.6%	-6.0%	-15.9%
Cc1ccc(OP(=O)(Nc2cccc(C)c2)Oc2ccc(C)cc2)cc1	-20.3%	2.1%	-17.4%	34.0%[activator]	13.2%	6.4%	2.9%	-12.6%	-3.3%
COC(=NC1CCCC1)C(O)c1c[nH]c2ccccc12 (configuration not stated)	-3.9%	-4.7%	-3.0%	-15.3%	-1.2%	-6.5%[59 µM]	36.4%[activator]	-8.6%	19.4%
CC[C@]12C=CCN3CC[C@@]4(c5ccc(OC)cc5N(C)[C@H]4[C@@](O)(C(=O)OC)[C@@H]1OC(C)=O)C32 (some centres not stated)	8.7%[60.1 µM]	·	·	-2.0%	-8.7%	·	·	-1.7%	·
COc1ccc(OC)c(N2C(=O)/C(=C/c3ccco3)C(=O)NC2=S)c1	3.55µM*	1.41µM*	0.708µM*	-10.8%	0.0947µM*	1.78µM*	?	1.58µM*	?
O=P(C(Cl)Cl)(N1CCOCC1)N1CCOCC1	-6.2%	4.2%	-4.9%	3.4%	1.0%	-2.7%	90.6%[activator]	-1.3%	26.7%
CSCCC(N=Cc1c(O)n(-c2ccc(Br)cc2)c(=O)[nH]c1=O)C(=O)OC(C)(C)C (configuration not stated)	-0.2%	-5.3%	-13.9%	-12.1%	?	5.9%[59 µM]	12.0%	-4.5%	0.0%
O=c1[nH]cc(F)c(=O)[nH]1	1.9%[60.1 µM]	9.8%	-9.2%	3.1%	13.9%&0.0%&13.8%&-1.5%&2.4%	-1.3%[59 µM]	-5.7%	2.8%&1.2%&2.8%&5.0%	3.0%
C=CCN1C(=O)/C(=C/c2cc(C)n(-c3cccnc3)c2C)C(=O)NC1=S	-19.4%	-38.7%	1.6%	0.7%	3.5%	?	-13.0%	-23.7%	-25.7%
O=C(CCNS(=O)(=O)c1ccccc1)Nc1ccc(Cl)cc1C(=O)c1ccccc1	-2.8%	-9.2%	-27.0%	-10.7%	0.4%	21.4%[59 µM]	168.5%[activator]	-4.7%	10.8%
C[C@]12CCC(=O)C[C@@H]1CC[C@@H]1[C@@H]2CC[C@@]2(C)[C@H]1CC[C@]2(C)O	·	2.5%	·	4.3%	-5.3%	12.1%[59 µM]	·	-5.0%	?
CCN1CCC2(CCNC2)C1 (configuration not stated)	-14.1%	6.8%	6.2%	-3.4%	12.0%	-12.5%[59 µM]	3.3%	3.5%	1.0%
CN(C)C1(CNC(=O)Nc2ccc(Cl)c(Cl)c2)CCCCC1	-0.3%	-6.8%	-23.1%	-3.6%	34.9%	-2.0%	37.4%[activator]	-1.0%	32.2%
O=c1[nH]c(=S)n(C2CC2)c(O)c1/C=N/Nc1cccc2ccccc12	0.5%	?	-4.0%	-0.7%	3.4%	1.41µM*	19.7%	-24.1%	-0.2%[57.1 µM]
CCOP(=O)(OCC)C(O)c1cccc([N+](=O)[O-])c1 (configuration not stated)	4.7%	-3.6%	-8.0%	-6.1%	-4.7%	12.5%	1.2%	-2.1%	9.9%
CC(C)C[C@H]1C(=O)N2CCCC2[C@]2(O)O[C@](NC(=O)[C@@H]3C=C4c5cccc6[nH]cc(c56)CC4N(C)C3)(C(C)C)C(=O)N12 (some centres not stated)	?	?	-24.7%	-2.2%	?	39.8µM*	?	-21.1%&-21.4%	0.4%
COC(=O)C1=C(c2cccc(OCc3ccccc3)c2)C[C@@H]2CC[C@H]1N2C(=O)NCc1ccccc1	-16.7%	-0.4%	-20.9%	·	-7.5%	14.5%[2.33 µM]	-1.4%	·	·
